# Compound activity as filed in PubChem BioAssay.
# AGP1-GFP MLPCN: modulators of TOR pathway AGP1-GFP in S. cerevisiae | S. cerevisiae AGP1-GFP multiplex flow cytometry, 3 h; GFP as percent of DMSO wells | GFP response vs DMSO, % at 10 µM | hit rate 0.02% among 320,000 | AID 2066;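 active means GFP response relative to DMSO above a set limit, near screen average plus 3 SD, cut at about 150% in these data; inconclusive means fewer than 70 cells counted for the yeast strain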;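 further: median GFP channel fluorescence of the gated AGP1 strain per well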
# LAP4-GFP MLPCN: modulators of TOR pathway LAP4-GFP in S. cerevisiae; S. cerevisiae LAP4-GFP multiplex, flow cytometry GFP, 3 h; median GFP as percent of DMSO wells; GFP response vs DMSO, % at 10 µM; hit rate 0.34% among 320,000;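 active means GFP response vs DMSO above a set limit, about the screen mean plus 3 SD, cut at about 150% in these data; inconclusive means under 70 cell events counted for the yeast strain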
# Efflux pump inh: blocks antifungal efflux pumps in multiplex yeast assay; S. cerevisiae Candida pump triplex, Nile Red efflux; inhibition, % at 10 µM; hit rate 0.44% among 330,000; AID 485275;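 active means plate passing quality check with inhibition over a set limit, or well fluorescence over plate mean plus 4 SD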;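 further: Nile Red retained in pooled yeast measured as flow cytometry median fluorescence; 0% = buffer negative control and 100% = Enniatin B positive control; higher means more Nile Red kept so more efflux inhibition; some compounds called inactive have numbers as strong as hits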
# CIT2 TOR yeast: modulators of TOR pathway CIT2-GFP in S. cerevisiae. S. cerevisiae CIT2-GFP strain, flow cytometry, 3 h; 100 means same as DMSO wells. GFP response vs DMSO, % at 10 µM. hit rate 0.065% among 320,000. AID 2029;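 active means GFP response relative to DMSO above a set limit, near the screen mean plus 3 SD, cut at about 150% in these data; inconclusive means Fewer than 70 cells measured for a yeast strain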;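 further: ratio of well median GFP fluorescence to mean of DMSO wells on the plate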
# AHR act: activates the human aryl hydrocarbon receptor; activation, % at 5 µM; hit rate 2.5% among 320,000; AID 2796; AHR-responsive luciferase reporter cells, luminescence; in the data active means activation above about 47%;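 further: 0% = vehicle wells and 100% = reference agonist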
# Target sequence (P35869 whole entry, looked up): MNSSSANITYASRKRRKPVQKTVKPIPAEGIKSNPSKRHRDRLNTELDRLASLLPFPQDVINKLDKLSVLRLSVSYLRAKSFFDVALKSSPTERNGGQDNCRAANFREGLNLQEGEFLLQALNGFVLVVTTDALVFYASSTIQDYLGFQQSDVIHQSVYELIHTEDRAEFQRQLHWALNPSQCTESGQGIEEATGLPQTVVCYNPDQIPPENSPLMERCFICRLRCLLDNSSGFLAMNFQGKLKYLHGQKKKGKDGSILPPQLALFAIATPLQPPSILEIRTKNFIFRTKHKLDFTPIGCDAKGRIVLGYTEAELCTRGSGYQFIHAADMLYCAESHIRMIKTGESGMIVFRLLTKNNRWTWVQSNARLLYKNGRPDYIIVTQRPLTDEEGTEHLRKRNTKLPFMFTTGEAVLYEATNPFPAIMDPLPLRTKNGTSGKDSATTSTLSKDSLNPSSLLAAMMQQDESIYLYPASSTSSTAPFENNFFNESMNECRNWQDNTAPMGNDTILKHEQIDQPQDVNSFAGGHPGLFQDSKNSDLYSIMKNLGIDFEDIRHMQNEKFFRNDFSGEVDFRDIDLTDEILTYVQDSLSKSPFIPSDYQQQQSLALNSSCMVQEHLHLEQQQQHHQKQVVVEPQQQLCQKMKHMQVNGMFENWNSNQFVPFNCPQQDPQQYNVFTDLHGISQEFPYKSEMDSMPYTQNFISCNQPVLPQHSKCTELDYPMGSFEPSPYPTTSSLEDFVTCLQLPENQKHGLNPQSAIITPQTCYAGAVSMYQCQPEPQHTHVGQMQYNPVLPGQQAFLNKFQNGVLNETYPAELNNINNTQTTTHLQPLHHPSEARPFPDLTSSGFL
# RPL19A TOR yeast: alters RPL19A-GFP fluorescence in TOR pathway yeast screen; S. cerevisiae RPL19A-GFP strain, flow cytometry, 3 h; active compounds read low; percent response vs DMSO, % at 10 µM; hit rate 0.3% among 330,000; AID 2025;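 active means percent response vs DMSO below 50%; inconclusive means fewer than 70 events counted for the yeast strain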;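 further: median channel GFP fluorescence of the barcoded RPL19A-GFP strain; ratio of sample median GFP to plate DMSO average so 100% = DMSO; lower means less RPL19A-GFP as with rapamycin TOR inhibition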
# Yeast superoxide: caloric restriction mimetics inhibiting age-related superoxide in yeast; S. cerevisiae aged cells, superoxide DHE fluorescence; active compounds read low; hit rate 0.18% among 330,000; AID 2690; superoxide response (% of plate mean), % at 10 µM;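 active means superoxide response under a set limit, about three screen SD below normal, cut at about 65% in these data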;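 further: yeast aged for seven days with compound at 30 °C before DHE staining; 100% = average MFI of all compound-treated wells on the plate with controls excluded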
# MEP2-GFP yeast: yeast TOR pathway MEP2-GFP modulation | S. cerevisiae MEP2-GFP strain, flow cytometry GFP, 3 h; 100% = DMSO control level | hit rate 0.51% among 330,000 | GFP response vs DMSO, % at 10 µM | AID 2016;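 active means GFP response versus DMSO above a set limit, roughly screen mean plus 3 SD, cut at about 180% in these data; inconclusive means fewer than 70 cells counted for a yeast strain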;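 further: median GFP fluorescence of the barcode-gated MEP2-GFP cells per well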
# Active calls of the source: *; ? = inconclusive; / = no result given; [ ] = another dose, or the depositor's remark.
SMILES,AGP1-GFP MLPCN,LAP4-GFP MLPCN,Efflux pump inh,CIT2 TOR yeast,AHR act,RPL19A TOR yeast,Yeast superoxide,MEP2-GFP yeast
CN(c1ccccc1)S(=O)(=O)c1cccc(NC(=O)Cc2c(F)cccc2Cl)c1,100,103,0.2,99,14,107,132,113
Cc1ccc2cc(/C=N/NC(=O)c3ccccc3[N+](=O)[O-])c(Cl)nc2c1,118,105,0.0,102,0,98,116,101
CC(C)(C)OC(=O)NCCCCCc1cn(CC(=O)NCCCCCCCCCCC(=O)N2CCN(C(=O)OC(C)(C)C)CC2)nn1,109,95,0.0,101,0,103,105,99
COc1cnc(-c2ccccc2)nc1Oc1ccc(C(C)(C)C)cc1,104,103,0.0,/,5,106,94,102
CC(C)[C@H]1CC[C@@H](C)C(C(=O)c2ccccc2)C1=O (some centres not stated),99,94,0.2,104,1,103,100,92
COc1ccc(/C=C/C(=O)N2CCOCC2)cc1OC,100,84,-0.2,106,1,106,96,104
O=C(Cn1c(O)c(/C=C2\C=Nc3ccccc32)sc1=O)Nc1ccc2c(c1)OCO2,104,95,-0.1,110,6,98,144,106
CC(Sc1nc2c(c(=O)n(C)c(=O)n2C)n1Cc1cc2c(cc1Cl)OCO2)C(=O)O (configuration not stated),94,98,0.1,97,-1,96,103,105
CCOc1cc(/C=C(\C#N)C(=O)Nc2ccc(S(N)(=O)=O)cc2)ccc1OCCN1CCOCC1,95,86,-9.2,95,2,101,95,87
Cc1ccc(NC(=O)c2cc(=O)c3ccccc3o2)cc1S(=O)(=O)N1CCOCC1,97,99,0.1,101,9,93,99,97
CCn1c(C)nnc1SCC(=O)Nc1nccs1,97,92,0.1,113,2,100,112,89
Cc1ccc(N2C(=O)CC(Nc3ccccc3)C2=O)cc1 (configuration not stated),74,92,-0.1,63,0,110,101,93
Cc1ccsc1C(=O)OCC(=O)NCc1ccco1,101,97,-0.1,97,0,106,107,104
Cc1nc(C(=O)O)cc2c1[nH]c1ccccc12,106,105,0.0,100,1,102,105,112
Cc1nc2sc3c(c2c(=N)n1N)CCCC3,110,103,0.1,103,2,100,101,106

# Ordered by molar mass (high to low): some entries from above.
SMILES,AGP1-GFP MLPCN,LAP4-GFP MLPCN,Efflux pump inh,CIT2 TOR yeast,AHR act,RPL19A TOR yeast,Yeast superoxide,MEP2-GFP yeast
CCOc1cc(/C=C(\C#N)C(=O)Nc2ccc(S(N)(=O)=O)cc2)ccc1OCCN1CCOCC1,95,86,-9.2,95,2,101,95,87
CC(Sc1nc2c(c(=O)n(C)c(=O)n2C)n1Cc1cc2c(cc1Cl)OCO2)C(=O)O (configuration not stated),94,98,0.1,97,-1,96,103,105
Cc1ccc(NC(=O)c2cc(=O)c3ccccc3o2)cc1S(=O)(=O)N1CCOCC1,97,99,0.1,101,9,93,99,97
Cc1ccc2cc(/C=N/NC(=O)c3ccccc3[N+](=O)[O-])c(Cl)nc2c1,118,105,0.0,102,0,98,116,101
COc1cnc(-c2ccccc2)nc1Oc1ccc(C(C)(C)C)cc1,104,103,0.0,/,5,106,94,102
CCn1c(C)nnc1SCC(=O)Nc1nccs1,97,92,0.1,113,2,100,112,89
COc1ccc(/C=C/C(=O)N2CCOCC2)cc1OC,100,84,-0.2,106,1,106,96,104
CC(C)[C@H]1CC[C@@H](C)C(C(=O)c2ccccc2)C1=O (some centres not stated),99,94,0.2,104,1,103,100,92
Cc1nc2sc3c(c2c(=N)n1N)CCCC3,110,103,0.1,103,2,100,101,106
Cc1nc(C(=O)O)cc2c1[nH]c1ccccc12,106,105,0.0,100,1,102,105,112

# (further entries)
SMILES,AGP1-GFP MLPCN,LAP4-GFP MLPCN,Efflux pump inh,CIT2 TOR yeast,AHR act,RPL19A TOR yeast,Yeast superoxide,MEP2-GFP yeast
CCc1cc(C(=O)OC)c(NC(=O)CN2CCN(C(=O)C3CCCO3)CC2)s1 (configuration not stated),105,102,0.0,105,2,106,94,107
CCCN(c1ccc(C)cc1)c1nc(=O)c2cccnc2s1,100[may fluoresce violet],91[may fluoresce violet],-0.1,?,6,88[may fluoresce violet],91,81[may fluoresce violet]
O=C1CC(N2CCN(C(c3ccccc3)c3ccccc3)CC2)C(=O)N1 (configuration not stated),86,88,0.0,91,0,90,109,93
CCC(C)C(NC(=O)C1CCC(C)CC1)C(=O)NCCc1ccc(S(N)(=O)=O)cc1 (configuration not stated),103,94,0.0,106,1,100,94,100
CCOc1ccc(NC(=O)C2CCN(c3nnnn3-c3ccccc3)CC2)cc1,/,109,-0.1,107,1,106,99,104
COC(=O)c1c(NC(C)=O)sc(C(=O)Nc2ccccc2C)c1C,96,92,-0.3,99,16,99,80,106
CC1CCCN(c2ccc(F)cc2N)C1 (configuration not stated),100,95,-0.2,103,-1,104,102,98
CCCNC(=O)c1cccc(Br)c1,96,93,0.0,97,1,91,96,93
O=C1C2C3C=CC(C3)C2C(=O)N1Nc1c(Cl)cc(Cl)cc1Cl (configuration not stated),100,91,-0.1,100,-1,108,101,99
C=C1CCC[C@]2(C)C[C@H]3OC(=O)C(CNC(C)CC)[C@H]3CC12 (some centres not stated),99,111,0.0,92,1,101,97,96
CCNc1oc(-c2ccccc2F)nc1S(=O)(=O)c1ccccc1,97,100,-0.1,94,0,99,112,106
COc1ccccc1Nc1nc2nonc2nc1N1CCCCC1C (configuration not stated),109,96,-0.3,98,-2,109,93,110
O=C(Cc1ccccc1)N1CCN=C1SCc1ccc([N+](=O)[O-])cc1,102,106,-0.2,95,-1,104,99,101
O=C(Nc1cccc(C(=O)N2CCOCC2)c1)c1ncn[nH]1,106,97,0.0,98,6,102,100,100
COc1cc(N2C(=O)CC3(CCCC3)CC2=O)cc(OC)c1OC,112,108,0.1,98,1,100,105,99
COc1cc2c(cc1OC)C(c1cccs1)N(C(=O)c1ccncc1)CC2 (configuration not stated),97,93,0.0,102,10,105,82,100
CN(Cc1ccccc1)Cc1nc2c(c(=O)n(C)c(=O)n2C)n1Cc1ccccc1Cl,104,94,0.0,110,2,101,105,105
Cc1ccn2c(NC3CCCCC3)c(C(C)C)nc2c1,98,92,0.1,102,-1,99,95,102
NC(=O)c1c(NC(=O)c2ccc(N3C(=O)CCC3=O)cc2)sc2c1CCCC2,93,97,-0.1,93,1,93,83,94
Cc1ccsc1C(=O)N(C)C1CCS(=O)(=O)C1 (configuration not stated),105,102,0.0,96,-1,106,91,105
C[C@H](CO)N1C[C@H](C)[C@@H](CN(C)Cc2ccncc2)Oc2c(NS(=O)(=O)c3ccccc3)cccc2C1=O,103,88,-0.4,98,0,97,94,99
O=C(c1ccco1)N1CCN(c2ncccn2)CC1,95,104,0.0,102,-4,99,91,109
COc1ccccc1Nc1nc(-c2sc(NC(=O)C(C)(C)C)nc2C)cs1,94,122,0.0,92,29,107,103,100
Cc1nc2c3cc(F)ccc3n(Cc3ccc(F)cc3)c2s1,94,90,-0.1,99,2,104,94,99
O=C(NNC(=O)c1ccco1)c1csc(N2CCOCC2)n1,99,98,0.1,97,-1,93,94,84
CN(Cc1ccccc1)C(=O)c1ccc(NC(=O)Cc2cccc(NC(=O)C3CCN(C(=O)C4CCCCC4)CC3)c2)cc1,97,100,-0.5,99,-2,95,101,89
COc1ccc(-n2c(=O)c3c4c(sc3n3c(=S)[nH]nc23)COC(C(C)C)C4)cc1 (configuration not stated),106,109,0.0,102,0,99,107,93
O=C(NCCN1CCOCC1)c1cccc(Br)c1,94,91,0.0,90,1,100,105,98
COc1ccc(N(CC(=O)NN=C2CCN(C)CC2)S(=O)(=O)c2ccccc2)c(OC)c1,100,104,0.0,91,4,88,85,93
COC(=O)N/N=C/c1ccc(-c2cc(Cl)cc(Cl)c2)o1,84,95,-0.1,78,-12,100,117,96
Cc1cccc(Nc2nc3c(S(=O)(=O)c4ccccc4)nnn3c3ccccc23)c1,104,102,0.0,112,8,104,100,109
O=C(CC1Nc2c3ccccc3nc(=S)n2C1=O)NC1CCCCC1 (configuration not stated),104,93,-0.2,98,-1,105,96,101
Cc1ccc(S(=O)(=O)N2CCN(C(C)C(=O)N3CCCc4ccccc43)CC2)cc1 (configuration not stated),/,106,-0.1,100,2,99,104,98
O=c1c(F)cn(C2CCCO2)c(=O)n1Cc1ccccc1F (configuration not stated),102,98,0.1,93,-1,96,101,103
Cc1c(C(=O)N(C)C2CCCCC2)sc2ncnc(N3CCN(c4ccccc4F)CC3)c12,110,93,0.1,109,2,106,115,105
COc1ccc(NC(=S)NC(=O)c2csnn2)cc1,96,105,0.0,/,4,91,94,99
CC(=O)NC(Cc1cccc(F)c1)C(=O)NC1CCN(C(=O)c2cccc(C)c2)CC1 (configuration not stated),94,95,0.2,86,1,94,104,96
Cc1ccc(NC(=O)c2cc(-c3ccccc3)n[nH]2)cc1,94,102,0.0,103,/,99,91,106
O=C(NCc1ccncc1)c1ccccc1Nc1ccc(SC(F)F)cc1,94,90,-0.1,97,13,97,97,101
O=C(CCl)NNc1cccc(Cl)n1,104,97,0.0,104,-2,100,110,105
CCOC(=O)c1ccc(NS(=O)(=O)c2c(C)n(C)c(=O)n(C)c2=O)cc1,91,106,-0.1,96,4,100,90,102
COc1ccc(OCc2cc(C(=O)N3CCN(CC(=O)N(C)C)CC3)no2)c(Cl)c1,99,89,0.2,99,4,106,106,115
O=C(COC(=O)/C=C/c1ccccc1[N+](=O)[O-])NCC(F)(F)F,105,96,0.1,102,9,100,115,98
CCCCNC(=O)c1cc(C)nc2ccccc12,97,92,0.0,93,2,99,89,99
O=C(O)c1ccc(-n2cncn2)c([N+](=O)[O-])c1,98,100,-0.1,93,1,92,112,90
O=C(Nc1ccc(Cl)cc1Cl)c1cc2ccccc2o1,95,96,0.2,97,15,102,99,110
OCC1(Cc2ccccc2)CCN(Cc2ccc(C(F)(F)F)cc2)CC1,100,122,0.2,112,2,94,90,130
CCOC(=O)CSc1nc(C)c(Oc2ccc(Cl)cc2Cl)c(=O)[nH]1,100,96,0.1,106,2,99,109,101
COc1cccc(CSc2nc3ccccc3cc2C=O)c1,99,116,0.1,87,18,94,92,96
Cc1cc(C(=O)CN2C(=O)C(=O)N(Cc3ccccc3)C2=O)c(C)n1Cc1ccc(F)cc1,99,100,0.1,88,0,98,110,98
CCCCC(=O)Nc1ccc(C(=O)NNC(=O)c2ccc(C)c(Br)c2)cc1,96,102,0.0,93,0,94,94,88
Cc1ccc(C)c(C(=O)CN2Cc3ccccc3C2=O)c1,105,104,-0.1,98,-3,97,104,95
Cc1c(NC(=S)NC(=O)c2cc3ccccc3o2)c(=O)n(-c2ccccc2)n1C,98,89,-0.1,105,1,103,90,105
CCC(C)c1ccc(C2C3=C(Nc4nc(N)[nH]c(=O)c42)c2ccccc2C3=O)cc1 (configuration not stated),102,107,0.2,97,3,99,101,104

# Given with tabs: part of the list above.
Compound	AGP1-GFP MLPCN	LAP4-GFP MLPCN	Efflux pump inh	CIT2 TOR yeast	AHR act	RPL19A TOR yeast	Yeast superoxide	MEP2-GFP yeast
CC1CCCN(c2ccc(F)cc2N)C1 (configuration not stated)	100	95	-0.2	103	-1	104	102	98
CCCNC(=O)c1cccc(Br)c1	96	93	0.0	97	1	91	96	93
